IL-1B inflam inh = qHTS for Inhibitors of Inflammasome Signaling: IL-1-beta AlphaLISA Primary Screen; THP-1 LPS/ATP IL-1B secretion, AlphaLISA, 16 h; active compounds read low; activity change, % at 57.5 µM; 360,000 tested, 4.7% active; AID 743279, 2014; in the data active means activity change below about -50%; inconclusive means mostly about -30% to -49%; further: on the % scale 0 is the no-effect control and ±100 the full control effect
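THP-1 cells pretreated 1 hr with compounds (up to 57.5 uM final), then stimulated with LPS (250 ng/mL final) plus ATP (1.25 mM final); secreted IL-1B measured by AlphaLISA after 16 hr, decreased signal indicating inhibition.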
KB-3-1 tox = qHTS assay for MDR1-selective chemotherapeutics: Primary screen using the parental adenocarcinoma cell KB-3-1; KB-3-1 viability, CellTiter-Glo ATP luminescence, 72 h; Potency, µM (series often up to 46.1 µM), for the others: at the top dose activity change, negative = cytotoxic, usual class: cytotoxic; 400,000 tested, 1.4% active; further: potency means the concentration at half of the fitted maximal effect; on the % scale 0 is the no-effect control and ±100 the full control effect; nearly all actives have a fitted effect of over 60% in size
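KB-3-1 parental drug-naive adenocarcinoma cells in DMEM/10% FBS, incubated 72 h at 37 C with pin-transferred compounds across a concentration series. Viability by CellTiter-Glo luminescence; concentration-response curves fitted after normalization.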
KB-V1 MDR tox = qHTS assay for MDR1-selective chemotherapeutics: Primary screen using the drug-selected MDR subline cells KB-V1; Potency, µM (highest dose often 46.1 µM), inactives show at the highest dose activity change, negative = cytotoxicity, actives largely listed as cytotoxic; KB-V1 MDR cells viability, CellTiter-Glo, 72 h; 400,000 tested, 3.4% active; AID 1347076, 2019; further: potency means the concentration at half of the fitted maximal effect; on the % scale 0 is the no-effect control and ±100 the full control effect; nearly all actives have a fitted effect of over 60% in size
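qHTS viability screen in drug-selected KB-V1 MDR cells: 72 h compound treatment at 37 degrees C, ATP luminescence end point.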
SW480 rerep = A quantitative high throughput screen for small molecules that induce DNA re-replication in SW480 colon adenocarcinoma cells; 340,000 tested, 1.8% active; Potency, µM (doses to about 46.1 µM), without a hit: at the top dose re-replication activation, most hits filed as activators; SW480 DNA re-replication, Hoechst DNA content imaging, 48 h; further: potency means the concentration at half of the fitted maximal effect; % of control where 0% means no effect; nearly all actives have a fitted effect of over 55% in size
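First, 250 cells per well were seeded. Next, compound or vehicle (23 nL) was pinned in, plates sat 48 hr at 37 C. Finally Hoechst was added for 40 min before fluorescence scanning.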
DRD3 agonist = qHTS of D3 Dopamine Receptor Agonist: qHTS | max activation, % | AID 652048, 2013 | 410,000 tested, 0.58% active | D3R DiscoveRx beta-arrestin cells, luminescence, 90 min; in the data active means max activation above about 30%; further: 0% is about no effect; mostly tested at two doses, the higher about 12 µM
Target sequence (P35462 whole entry, looked up): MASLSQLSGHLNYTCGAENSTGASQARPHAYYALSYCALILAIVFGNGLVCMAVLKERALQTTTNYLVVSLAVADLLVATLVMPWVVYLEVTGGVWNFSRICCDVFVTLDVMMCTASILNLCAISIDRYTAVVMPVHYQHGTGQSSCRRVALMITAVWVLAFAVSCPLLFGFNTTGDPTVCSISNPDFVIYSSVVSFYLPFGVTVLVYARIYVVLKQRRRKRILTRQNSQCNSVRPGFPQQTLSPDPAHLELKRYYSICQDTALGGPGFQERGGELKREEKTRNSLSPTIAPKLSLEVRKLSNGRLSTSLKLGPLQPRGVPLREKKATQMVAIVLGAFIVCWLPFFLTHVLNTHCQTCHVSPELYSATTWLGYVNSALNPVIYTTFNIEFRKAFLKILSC
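Agonist mode: compounds and dopamine controls were applied to plated cells for 90 min at 37 degrees C after an overnight attachment at 1500 cells/well. Luminescent read-out followed 30 - 60 minutes at room temperature with DiscoveRx detection reagent.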
GLP-1R agonist = qHTS of GLP-1 Receptor Agonists | AID 624172, 2012 | Potency, µM (doses to about 45.6 µM), for the others: at the top dose activation, actives largely listed as activators | HEK293 GLP-1R CRE-luciferase, luminescence, 4-6 h; cells express a hypersensitive GLP-1R form | 380,000 tested, 0.007% active | Glucagon-like peptide 1 receptor (Homo sapiens), P43220; further: potency means the concentration at half of the fitted maximal effect; % of control where 0% means no effect
Target sequence (P43220 whole entry, looked up): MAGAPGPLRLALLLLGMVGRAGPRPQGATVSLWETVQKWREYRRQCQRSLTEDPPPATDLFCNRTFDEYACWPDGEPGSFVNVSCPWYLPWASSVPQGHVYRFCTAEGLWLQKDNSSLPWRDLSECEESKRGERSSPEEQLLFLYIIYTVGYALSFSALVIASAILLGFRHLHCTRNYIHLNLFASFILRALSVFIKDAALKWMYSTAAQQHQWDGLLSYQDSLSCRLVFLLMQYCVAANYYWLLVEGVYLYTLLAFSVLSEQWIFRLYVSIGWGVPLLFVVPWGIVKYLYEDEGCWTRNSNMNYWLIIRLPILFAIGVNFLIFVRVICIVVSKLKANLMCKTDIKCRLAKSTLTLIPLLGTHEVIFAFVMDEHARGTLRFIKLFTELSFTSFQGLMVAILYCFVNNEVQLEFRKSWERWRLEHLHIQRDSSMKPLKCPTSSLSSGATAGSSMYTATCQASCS
D3 antag = qHTS of D3 Dopamine Receptor Antagonist: qHTS. D3R cells, DiscoveRx beta-arrestin luminescence, antagonist mode; active compounds read low. max response, negative = inhibition, %. 360,000 tested, 2.5% active. AID 652054, 2013; in the data active means max response below about -50%; inconclusive means no clear call, values can overlap the other calls; further: on the % scale 0 is the no-effect control and ±100 the full control effect; mostly tested at two doses, the higher about 12 µM
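Cells plated overnight at 1500 cells/well, then exposed to library compounds with dopamine controls for 90 minutes at 37 degrees C. DiscoveRx reagent added for 30–60 minutes at room temperature; luminescence read, quantitative HTS format.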
HT1080 IDH1KD tx = qHTS for induction of synthetic lethality in tumor cells producing 2HG: qHTS for the HT-1080-IDH1KD cell line; HT-1080 IDH1 knockdown viability, ATP luminescence, 48 h; Potency, µM (highest dose often 46.1 µM), without a hit: top-dose activity, negative = toxicity, hits mostly cytotoxic; 360,000 tested, 2% active;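 further: potency means the concentration at half of the fitted maximal effect; 0% = DMSO wells and -100% = cell-free medium wells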
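After a 2 h attachment period, IDH1KD HT-1080 cells took pin-transferred compound for 48 h at 37 °C; ATP-based luminescence after 10 min room-temperature reagent incubation reported viability.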
HT1080NT lethal = qHTS for induction of synthetic lethality in tumor cells producing 2HG: qHTS for the HT-1080-NT fibrosarcoma cell line; HT-1080-NT fibrosarcoma viability, CellTiter-Glo ATP luminescence, 48 h; Potency, µM (top dose mostly 46.1 µM), inactives show at the top dose activity, negative = less viability, actives largely listed as cytotoxic; 360,000 tested, 1.6% active;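 further: NT is the 2HG producing partner of a matched IDH1 knockdown line; potency means the concentration at half of the fitted maximal effect; 0% = DMSO-treated cells and -100% = media-only wells without cells; nearly all actives have a fitted effect of over 55% in size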
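Luminescent CellTiter-Glo readout after 48 hours of compound exposure at 37 degrees C defined viability of HT-1080-NT cells. Activity was normalized to DMSO wells and cell-free media wells; concentration-response curves were fitted and assigned curve classes.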
Starred values were filed as active, the others as inactive; u = inconclusive; x = not tested or not shown; & = joins results of further samples. Unless noted, the call rests on the fitted dose curve; in most records, active means well fitted curve in the direction sought with a large enough effect; inconclusive means small, poorly fitted or top-dose-only effect, or another doubt; inactive means no such curve, though single readings can be large; an effect the other way counts as inactive or inconclusive.

SMILES	IL-1B inflam inh	KB-3-1 tox	KB-V1 MDR tox	SW480 rerep	DRD3 agonist	GLP-1R agonist	D3 antag	HT1080 IDH1KD tx	HT1080NT lethal
Cc1cc(C)cc(NC(=O)c2ccc(S(=O)(=O)C(F)F)cc2)c1	-87.1*	1.3%	-17.4%	8.9%	-23.1	18.2%	-2.2	5.1%	-4.6%
COc1ccc(Cc2nnc(NC(=O)c3cc(OC)c(OC)c(OC)c3)s2)cc1	0.0	u	u	u	1.6	12.0%	7.0	u	u
Fc1ccc(N2CCN(Cc3cccn3-c3nnc(N4CCN(C5CCCCC5)CC4)s3)CC2)cc1	x	17.1%	0.0%	x	-10.8	-0.1%	x	x	x
CCC(NC(=O)c1ccccc1NC(=O)C(C)(C)C)C(=O)N1CCCC1 (stereo not drawn)	26.8	14.1%	u	0.6%	-4.6	1.0%	4.0	14.9%	21.0%
CN(CC(=O)Nc1ccccc1Br)C(=O)c1cc([N+](=O)[O-])ccc1N1CCOCC1	-4.5	0.7%	-6.6%	11.7%	-6.4	1.4%	8.3	0.6%	-2.5%
Cn1c(=O)c2c(nc(SCC(=O)c3cccs3)n2Cc2ccc(F)cc2)n(C)c1=O	9.2	4.4%	u	2.0%	10.8	12.1%	11.3	0.2%	5.0%
CCC1(CC)NC(=O)N(CC(=O)N2CCN(S(=O)(=O)c3cccc(F)c3)CC2)C1=O	12.6	x	x	1.6%	19.5	-14.7%	15.7	-0.2%	-0.4%
O=C(CSc1nnc(CNC(=O)c2c(F)cccc2F)o1)c1ccccc1	10.8	x	x	11.6%	2.4	-4.1%	0.0	-2.6%	-3.0%
Cc1nnc(SCC(=O)NC2CCCCCC2)n1C	-2.7	16.8%	12.6%	-0.7%	11.2	-2.9%	5.0	2.4%	17.4%
Cc1ccc(C(=O)COC(=O)CCC(=O)Nc2ccccc2Cl)cc1[N+](=O)[O-]	15.5	0.8%	0.0%	0.9%	-6.0	-3.5%	-9.2	23.0%	16.6%
CCOC(=O)CCC(NC(=O)CCCCCCCCC(=O)NC(CCC(=O)OCC)C(=O)OCC)C(=O)OCC (stereo not drawn)	0.0	4.6%	-4.0%	-4.9%&-1.7%	2.3	4.3%	0.3	21.5%	13.3%
CC(=O)Nc1ccc(S(=O)(=O)Nc2nnc(Cc3ccc(Cl)cc3)s2)cc1	12.5	10.4%	2.1%	-8.6%	3.2	-0.1%	0.1	3.7%	1.4%
C[C@H](NC(=O)C1CCN(C(=O)[C@H](Cc2ccccc2)NC(=O)OC(C)(C)C)CC1)C(=O)O	-11.4	7.3%	u	0.4%	16.1	-2.1%	6.3	22.3%	23.3%
COc1ccc(-c2nnc(SCC(=O)N3CCCCC3)o2)cc1	16.7	12.4%&-2.5%	u	-0.1%	9.4&5.3	1.6%	-18.3	24.6%	11.5%
COc1ccc(C)cc1S(=O)(=O)N(CC(=O)N1CCOCC1)Cc1ccccc1	-11.6	4.8%	u	-5.2%	-15.7	-4.0%	-16.4	-4.3%	0.0%
O=C(COC(=O)CCN1C(=O)c2ccccc2C1=O)Nc1ccc(S(=O)(=O)N2CCCC2)cc1	-19.7	-4.5%	-2.2%	-15.9%	-5.8	-4.7%	17.8	7.8%	12.7%
CN(C)C(CNC(=O)c1ccc2ccccc2n1)c1ccccc1 (stereo not drawn)	20.3	-0.7%	u	-0.6%	-34.8	1.5%	-6.2	1.1%	-6.2%
CCN(CC(=O)NC1CCS(=O)(=O)C1)S(=O)(=O)c1cc(Br)ccc1Br (stereo not drawn)	9.7	9.3%	18.3%	-6.0%	1.4	1.5%	-9.5	7.6%	10.4%
COc1ccc(/C=N/NC(=O)C(=O)N2CCCC2)cc1OC	15.2	1.4%	1.9%	-1.3%	8.1	19.4%	21.9	1.3%	7.0%
O=C(O)CCC(=O)OC1CC2CCC1C2 (stereo not drawn)	20.2	8.8%	-2.6%	-6.5%	9.5	3.5%	1.4	5.0%	9.1%
CCN(CC(=O)Nc1ccccc1C(F)(F)F)C(=O)c1ccc2c(=O)n3c(nc2c1)CCC3	6.4	-1.6%	-4.3%	1.5%	9.3	0.0%	21.7	10.6%	13.3%
CC(C)CCNC(=O)C1CCCN(S(=O)(=O)c2ccc(-n3cnnn3)cc2)C1 (stereo not drawn)	-3.1	u	24.4%	0.3%	3.4	0.4%	5.3	4.7%	-2.0%
CCOc1ccc2c(c1)c(=O)c(C(=O)c1ccc(CC)cc1)cn2CC(=O)Nc1cccc(Cl)c1	x	10.4%	30.5%	x	-9.5	-1.2%	x	x	x
CCOC(=O)CSc1nc2ccccc2n1CC(=O)NC(C)(C)C	0.0	1.7%	u	-2.1%	2.6	-10.3%	-9.0	-7.8%	11.3%
CCC1CCCCN1CCCNC(=O)c1csc2c1CCCCC2 (stereo not drawn)	-0.3	4.2%	-6.4%	-0.3%	2.2	1.1%	-5.1	-14.3%	-13.1%
Cc1ccc(CN2CCC[C@]3(N[C@H](c4ccc(C)cc4)[C@@H]4C(=O)N(C)C(=O)[C@@H]43)C2=O)cc1	-13.2	-12.3%	-12.5%	x	-12.4	1.6%	u	-2.1%	-5.3%
CCOc1cc(CNC(=O)CCCn2c(=O)c3cccn3c3cccnc32)cc(OCC)c1OCC	-16.1	-15.3%	-2.2%	-5.5%	-1.1&8.2	u	9.8	-2.9%	-0.9%
CCOC(=O)[C@]12CCCC=C1N(Cc1ccc(Cl)cc1Cl)C(=O)[C@H](CC(=O)N1CCC(c3ccccc3)CC1)C2	0.0	-11.1%	u	x	1.1	-3.6%	5.7	u	-16.0%
Cc1ccccc1NC(=S)N(CCCN1CCCCC1)Cc1ccco1	-16.9	-0.9%	-9.0%	-2.0%	3.2	4.0%	u	4.1%	5.8%
Cc1csc(NC(=O)CSc2nc(=O)cc(N)n2-c2ccc(F)cc2)n1	-0.8	9.4%	u	-13.4%	-5.2	-0.7%	-5.2	8.8%	-2.2%

Rewritten with two lines to a compound: three of the compounds above.
Value order – IL-1B inflam inh, KB-3-1 tox, KB-V1 MDR tox, SW480 rerep, DRD3 agonist, GLP-1R agonist, D3 antag, HT1080 IDH1KD tx, HT1080NT lethal
> CC(=O)Nc1ccc(S(=O)(=O)Nc2nnc(Cc3ccc(Cl)cc3)s2)cc1
  12.5, 10.4%, 2.1%, -8.6%, 3.2, -0.1%, 0.1, 3.7%, 1.4%
> C[C@H](NC(=O)C1CCN(C(=O)[C@H](Cc2ccccc2)NC(=O)OC(C)(C)C)CC1)C(=O)O
  -11.4, 7.3%, u, 0.4%, 16.1, -2.1%, 6.3, 22.3%, 23.3%
> COc1ccc(-c2nnc(SCC(=O)N3CCCCC3)o2)cc1
  16.7, 12.4%&-2.5%, u, -0.1%, 9.4&5.3, 1.6%, -18.3, 24.6%, 11.5%

(next part)
SMILES	IL-1B inflam inh	KB-3-1 tox	KB-V1 MDR tox	SW480 rerep	DRD3 agonist	GLP-1R agonist	D3 antag	HT1080 IDH1KD tx	HT1080NT lethal
O=C(O)c1ccc(C(=O)C(=O)c2ccccc2)cc1	27.8	9.9%	1.1%	0.5%	2.7	-3.0%	6.5	9.1%	8.4%
CCC1(C)Cc2c(C#N)c(N)n(-c3ccccc3)c(=O)c2CO1 (stereo not drawn)	-10.7	6.7%	u	-4.8%	20.8	-14.4%	-10.6	2.6%	-0.2%
Cc1ccsc1/C=C(\C#N)C(=O)Nc1c(C)n(C)n(-c2ccccc2)c1=O	1.6	3.6%	u	-4.4%	0.6	-3.7%	0.0	0.0%	-0.3%
CCOC(=O)CCC(NC(=O)CCCC(=O)NC(CCC(=O)OCC)C(=O)OCC)C(=O)OCC (stereo not drawn)	19.9	-15.5%	6.1%	-1.6%	3.3	-4.6%	6.7	6.6%	8.8%
Cc1sc2ncn(CC(=O)N(C)C3CCCCC3)c(=O)c2c1C	29.2	4.2%	u	u	0.8	1.0%	3.8	0.1%	1.1%
CCC(=O)NC(Nc1ccccn1)(C(=O)OC)C(F)(F)F (stereo not drawn)	0.0	-2.0%	-8.7%	-3.2%	5.8	-6.4%	20.9	17.1%	17.9%
COC(=O)Cn1c2ccccc2c2nc3ccccc3nc21	9.4	-8.5%	-2.9%	8.4%	3.0	2.0%	19.4	0.9%	-20.9%
CC1=C/C(=C\c2ccc(Br)o2)C(=O)O1	6.8	9.7%	2.4%	-2.2%	-2.4	-6.3%	2.7	10.6%	16.6%
CCC(C)(C)n1nnnc1C(c1cc(OC)ccc1OC)N1CCN(Cc2ccccc2)CC1 (stereo not drawn)	-7.2	-23.3%	u	-2.4%	-9.5	6.1%	-4.8	-3.3%	-9.6%
CC12CCC(C(=O)NCc3ccccc3Cl)(OC1=O)C2(C)C (stereo not drawn)	-7.4	0.7%	-8.6%	22.3%	1.4	-2.1%	16.9	5.9%	0.7%
O=C(Nc1ccccc1)c1ccsc1	-6.2	-1.8%	12.5%	-5.4%	1.0	-1.5%	6.7	12.2%	11.1%
CC#CCCCC(=O)Nc1cc(OC)nc(OC)n1	17.7	3.1%	16.8%	-19.8%	3.5	0.1%	17.8	3.8%	-0.4%
Cc1sc(NC(=O)CSc2nnc(C)c(=O)[nH]2)c(C#N)c1C	-1.8	-8.9%	-18.1%	-0.9%	-5.4	4.6%	-8.5	6.7%	-0.7%
CSc1nc2ccc(NC(=O)CSc3nnc(N)s3)cc2s1	-1.4	-1.2%	-6.4%	-4.2%	-2.9	u	10.4	10.4%	-2.3%
CN(C)c1cccc2c1c(NS(=O)(=O)c1cn(C)cn1)nn2C	9.5	-27.4%	1.1%	-10.1%	9.1	-5.4%	14.5	6.3%	-3.1%

From PubChem BioAssay
